Source: PubChem BioAssay (National Center for Advancing Translational Sciences (NCATS))
KDM5B inhibitor: Primary screen for KDM5B Histone Demethylases FDH-coupled qHTS | AID 1347165, 2019 | 220,000 compounds, 2.6% hits | KDM5B demethylase, FDH-coupled NADH fluorescence (FDH is formaldehyde dehydrogenase) | Lysine-specific demethylase 5B (Homo sapiens), Q9UGL1 | Potency, µM (titrated, usually from 57.7 µM), for inactives: at the top dose activity change, negative = inhibition, hits mostly inhibitors; active means well fitted inhibition curve with a large enough effect; inconclusive means small, poorly fitted or top-dose-only effect; inactive means no such curve, though single readings can be large or run the other way; further: 0% is about no effect; nearly all actives have a fitted effect of over 70% in size
Target sequence (Q9UGL1 whole entry, looked up): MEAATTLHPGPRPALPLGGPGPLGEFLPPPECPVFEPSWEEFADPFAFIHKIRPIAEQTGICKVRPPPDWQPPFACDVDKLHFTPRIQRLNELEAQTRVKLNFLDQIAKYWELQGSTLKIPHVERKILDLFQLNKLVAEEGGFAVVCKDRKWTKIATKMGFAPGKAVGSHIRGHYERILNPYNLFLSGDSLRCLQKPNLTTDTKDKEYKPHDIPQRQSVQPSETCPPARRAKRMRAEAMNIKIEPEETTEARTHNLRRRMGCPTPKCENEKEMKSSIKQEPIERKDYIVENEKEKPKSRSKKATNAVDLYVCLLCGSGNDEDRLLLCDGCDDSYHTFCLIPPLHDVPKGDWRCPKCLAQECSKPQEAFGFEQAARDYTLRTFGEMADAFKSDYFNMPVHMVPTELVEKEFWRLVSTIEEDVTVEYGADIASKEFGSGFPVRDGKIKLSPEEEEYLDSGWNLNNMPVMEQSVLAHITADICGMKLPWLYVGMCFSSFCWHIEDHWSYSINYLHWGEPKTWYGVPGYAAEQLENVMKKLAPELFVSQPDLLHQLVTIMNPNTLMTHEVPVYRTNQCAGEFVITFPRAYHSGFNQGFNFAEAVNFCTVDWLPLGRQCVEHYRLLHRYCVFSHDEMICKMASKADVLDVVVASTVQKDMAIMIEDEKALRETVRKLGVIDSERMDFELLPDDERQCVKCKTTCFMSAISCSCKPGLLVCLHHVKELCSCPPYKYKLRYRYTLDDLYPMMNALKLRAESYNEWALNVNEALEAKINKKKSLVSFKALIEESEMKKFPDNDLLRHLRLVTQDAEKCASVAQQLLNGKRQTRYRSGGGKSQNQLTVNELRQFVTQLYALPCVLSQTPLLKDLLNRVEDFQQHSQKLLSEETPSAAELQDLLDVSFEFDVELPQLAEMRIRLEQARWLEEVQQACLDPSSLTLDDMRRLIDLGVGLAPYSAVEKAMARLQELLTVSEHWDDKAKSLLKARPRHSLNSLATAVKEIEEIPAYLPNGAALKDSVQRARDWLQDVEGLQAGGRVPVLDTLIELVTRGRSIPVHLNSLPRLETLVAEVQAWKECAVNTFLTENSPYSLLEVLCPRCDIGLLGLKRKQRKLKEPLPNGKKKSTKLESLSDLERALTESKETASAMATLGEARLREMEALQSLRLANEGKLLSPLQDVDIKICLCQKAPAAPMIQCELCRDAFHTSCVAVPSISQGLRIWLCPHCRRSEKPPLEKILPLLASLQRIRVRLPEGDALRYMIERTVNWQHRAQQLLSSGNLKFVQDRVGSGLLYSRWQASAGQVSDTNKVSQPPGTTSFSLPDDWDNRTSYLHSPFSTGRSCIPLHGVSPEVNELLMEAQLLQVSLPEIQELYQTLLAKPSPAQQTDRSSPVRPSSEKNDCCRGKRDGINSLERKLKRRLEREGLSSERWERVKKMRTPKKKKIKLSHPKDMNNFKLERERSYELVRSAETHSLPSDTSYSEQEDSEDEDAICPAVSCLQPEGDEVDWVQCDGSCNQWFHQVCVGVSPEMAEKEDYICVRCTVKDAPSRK
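Coupled FDH/NAD⁺ fluorescence readout. KDM5BΔAP 200 nM final; compound titration, 10 min RT preincubation; substrate mix 12.5 µM H3K4me3, 25 µM 2-OG, 50 µM Fe(II), 100 µM ascorbate, 0.25 mM NAD⁺, 0.25 U/mL FDH; ΔRFU over 30 min.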
Active calls of the source: *; ? = inconclusive; & = joins results of further samples; [ ] = remark or other dose. Potency means the concentration at half of the fitted maximal effect. Only part of the results is shown, so the mix of outcomes need not match the whole.

KDM5B inhibitor	SMILES
-21.7%	CCOC(=O)N1CCC(NC(=O)c2oc3c(C)c(C)ccc3c2C)CC1
-5.5%	OC1(CN2CCN(CCc3ccccn3)CC2)CNCCOC1 (stereo not drawn)
?	Brc1ccc(C=Nc2cccc3ccccc23)cc1
8.3%	CCCCOc1ccc(NC(=O)Cn2nnnc2-c2ccccc2F)cc1
13.5%&-28.3%	Cc1cccc(OCC(=O)N2CCC(c3nc4ccccc4o3)CC2)c1C
1.7%	Cc1ccc(F)cc1NC(=O)C1CCCN1S(=O)(=O)c1ccc(Br)cc1 (stereo not drawn)
-6.2%	COC(=O)/C=C1\NCCNC1=O
14.8%	C=CCN(CCC(=O)NC(=O)NC)Cc1ccccc1
?	c1ccc(COc2ccccc2CN2CCC3(CCNCC3)C2)cc1
-29.1%	CCc1ccc(-c2cc(C(F)(F)F)on2)cc1S(=O)(=O)Nc1ccc2c(c1)OCCO2
-7.7%	CCC(=O)N1CCN(c2nc3c(s2)CC(C(=O)Nc2ccc(OC)cc2)CC3)CC1 (stereo not drawn)
-17.7%	CCCNc1cc(N2CCC(CCC(=O)Nc3ccc4c(c3)OCCO4)CC2)ncn1
16.2%	COc1ccc(-c2cc(C#N)nc(NN)n2)cc1
-6.2%	COC(=O)c1ccc(OCc2ccc(Cl)cc2)cc1
-2.6%	CC(C)(C)c1ccc(C(=O)N(c2ccc(Cl)cc2)C2C=CS(=O)(=O)C2)cc1 (stereo not drawn)
35.5µM*	COc1ccc(-c2cc3c(cn2)CN(Cc2ccncc2)CCN3)cc1
-21.1%	COc1ccccc1C(=O)Nc1cnc2sc3c(n2c1=O)CCC(C(C)(C)C)C3 (stereo not drawn)
12.5%	CC(Oc1ccc(Cl)cc1)C(=O)NN (stereo not drawn)
-16.2%	O=C(Nc1nnc(S(=O)(=O)N2CCCCCC2)s1)c1ccc(Cl)cc1
-1.3%	CCOCCCn1c(=O)c2ccccc2n2c(=S)[nH]nc12
-4.1%	COc1ccc(Cn2c(=O)[nH]c3cc(C(=O)NC4CCCC4)ccc3c2=O)cc1
?	Cc1cccc(Oc2coc3cc(O)ccc3c2=O)c1
?	COc1ccc(CNC(=O)c2ccc(C3Nc4ccccc4S(=O)(=O)N3)cc2)c(OC)c1 (stereo not drawn)
-1.5%	CC(=O)c1sc(NC(=O)c2c(-c3ccccc3)c(-c3ccccc3)nn(C)c2=O)nc1C
-0.6%	N#CC1=C(N)OC2=C(C(=O)CC(c3ccccc3)C2)C1c1ccc(Cl)cc1Cl (stereo not drawn)

An excerpt taken from the entries so far:
KDM5B inhibitor	SMILES
-21.7%	CCOC(=O)N1CCC(NC(=O)c2oc3c(C)c(C)ccc3c2C)CC1
-5.5%	OC1(CN2CCN(CCc3ccccn3)CC2)CNCCOC1 (stereo not drawn)

Next section:
KDM5B inhibitor	SMILES
?	COc1ccc2[nH]cc(CCNC(=O)Nc3ccccc3C)c2c1
-9.9%	Cc1cnc(C(=O)NC2C[C@H]3CC[C@@H](C2)N3C(=O)c2cc(F)ccc2F)cn1 (stereo partly drawn)
28.5%	CC(C)c1ccc(NC(=O)NC(=O)C(F)(F)F)cc1
10.0%	Cc1nc2ccc(NC(=O)c3ccc4c(c3)NC(=O)CS4)cc2s1
-23.4%	COc1ccc(/C=C/C(=O)Nc2sc3c(c2C(N)=O)CCCC3)cc1
?	CCCNC(=O)CCSc1nc(-c2ccc3c(c2)OCO3)cc(C(F)(F)F)n1
?	Cc1ccccc1CN1CCc2c(n(Cc3ccccc3)n(-c3ccccc3)c2=O)C1
16.4%	O=C(Nc1ccccn1)c1cnc2ccccc2n1
-11.4%	C[C@@H]1C[C@@H]2O[C@H]2CCCCC(=O)Cc2cc(O)cc(O)c2C(=O)O1
-21.3%[86.2 µM]	Cc1ccc2nc(CO[C@H]3CN(CC4CC4)C[C@H]3F)[nH]c2c1
-30.2%	O=C1CCCc2occ(C(=O)N3CCCC4(CCNC4)C3)c21 (stereo not drawn)
?	COc1ccc(Br)cc1CNC(=O)c1ccc2nc(C(C)C)oc2c1
-10.9%	CC(C)c1ccc(N2CC(C(=O)N(C)Cc3cnccn3)CC2=O)cc1 (stereo not drawn)
15.5%	CC(C)(C)C(=O)NCCCNC(=O)C(C)(C)C
0.8%&-23.6%	Cn1c(=O)c2c(nc(NCCc3ccccc3)n2Cc2ccccc2Br)n(C)c1=O
31.6µM*	COCCNC(=O)c1ccc2c(c1)N(C)C(CC(=O)NC(C)(C)CO)CO2 (stereo not drawn)
-28.8%	O=C1c2ccccc2N2C(=O)CCC2(C(=O)Nc2ccc(F)c(F)c2)N1Cc1ccccc1 (stereo not drawn)
?	Cn1c(=O)c2cc(S(=O)(=O)NC(Cc3ccccc3)C(=O)Nc3ccc(F)cc3)ccc2n(C)c1=O (stereo not drawn)
-6.2%	CCCNC(=S)Nc1cc(C(=O)OC)cc(C(=O)OC)c1
-15.1%	Cc1c(C(=O)NCc2ccc(F)cc2)oc2ccc(S(=O)(=O)N3CCCCC3)cc12
11.0%	Cc1ccc(CNC(=O)CN2C(=O)CCc3cc(S(=O)(=O)N4CCCCC4)ccc32)cc1
?	CCCN1CCCc2cc(CN(CCCN3CCOCC3)C(=O)Nc3ccc(CC)cc3)ccc21
-7.3%&-9.0%	O=C(C1CCCN(S(=O)(=O)c2ccc(Br)s2)C1)N1CCN(c2ccccc2)CC1 (stereo not drawn)
?	Cc1ccc(C(=O)Nc2ccc(Cl)c(C(F)(F)F)c2)cc1Cl
-20.3%	COc1ccc(NC(=O)O[C@@H]2CO[C@H]3[C@@H]2OC[C@@H]3NC(=O)Nc2cccc(C(F)(F)F)c2)cc1

As a working copy, some entries already given:
KDM5B inhibitor	SMILES
?	COc1ccc(CNC(=O)c2ccc(C3Nc4ccccc4S(=O)(=O)N3)cc2)c(OC)c1 (stereo not drawn)
-1.5%	CC(=O)c1sc(NC(=O)c2c(-c3ccccc3)c(-c3ccccc3)nn(C)c2=O)nc1C
-0.6%	N#CC1=C(N)OC2=C(C(=O)CC(c3ccccc3)C2)C1c1ccc(Cl)cc1Cl (stereo not drawn)
?	COc1ccc2[nH]cc(CCNC(=O)Nc3ccccc3C)c2c1
-9.9%	Cc1cnc(C(=O)NC2C[C@H]3CC[C@@H](C2)N3C(=O)c2cc(F)ccc2F)cn1 (stereo partly drawn)
28.5%	CC(C)c1ccc(NC(=O)NC(=O)C(F)(F)F)cc1
10.0%	Cc1nc2ccc(NC(=O)c3ccc4c(c3)NC(=O)CS4)cc2s1
-23.4%	COc1ccc(/C=C/C(=O)Nc2sc3c(c2C(N)=O)CCCC3)cc1
?	CCCNC(=O)CCSc1nc(-c2ccc3c(c2)OCO3)cc(C(F)(F)F)n1
?	Cc1ccccc1CN1CCc2c(n(Cc3ccccc3)n(-c3ccccc3)c2=O)C1
16.4%	O=C(Nc1ccccn1)c1cnc2ccccc2n1
-11.4%	C[C@@H]1C[C@@H]2O[C@H]2CCCCC(=O)Cc2cc(O)cc(O)c2C(=O)O1
-21.3%[86.2 µM]	Cc1ccc2nc(CO[C@H]3CN(CC4CC4)C[C@H]3F)[nH]c2c1
-30.2%	O=C1CCCc2occ(C(=O)N3CCCC4(CCNC4)C3)c21 (stereo not drawn)
?	COc1ccc(Br)cc1CNC(=O)c1ccc2nc(C(C)C)oc2c1
-10.9%	CC(C)c1ccc(N2CC(C(=O)N(C)Cc3cnccn3)CC2=O)cc1 (stereo not drawn)
15.5%	CC(C)(C)C(=O)NCCCNC(=O)C(C)(C)C
0.8%&-23.6%	Cn1c(=O)c2c(nc(NCCc3ccccc3)n2Cc2ccccc2Br)n(C)c1=O
31.6µM*	COCCNC(=O)c1ccc2c(c1)N(C)C(CC(=O)NC(C)(C)CO)CO2 (stereo not drawn)
-28.8%	O=C1c2ccccc2N2C(=O)CCC2(C(=O)Nc2ccc(F)c(F)c2)N1Cc1ccccc1 (stereo not drawn)
?	Cn1c(=O)c2cc(S(=O)(=O)NC(Cc3ccccc3)C(=O)Nc3ccc(F)cc3)ccc2n(C)c1=O (stereo not drawn)
-6.2%	CCCNC(=S)Nc1cc(C(=O)OC)cc(C(=O)OC)c1
-15.1%	Cc1c(C(=O)NCc2ccc(F)cc2)oc2ccc(S(=O)(=O)N3CCCCC3)cc12
11.0%	Cc1ccc(CNC(=O)CN2C(=O)CCc3cc(S(=O)(=O)N4CCCCC4)ccc32)cc1
?	CCCN1CCCc2cc(CN(CCCN3CCOCC3)C(=O)Nc3ccc(CC)cc3)ccc21
-7.3%&-9.0%	O=C(C1CCCN(S(=O)(=O)c2ccc(Br)s2)C1)N1CCN(c2ccccc2)CC1 (stereo not drawn)
?	Cc1ccc(C(=O)Nc2ccc(Cl)c(C(F)(F)F)c2)cc1Cl

(listing goes on)
KDM5B inhibitor	SMILES
6.4%	CC(C)Oc1ccc2c(NC(=O)c3ccon3)nn(Cc3ccccc3)c2c1
-1.2%	O=S(=O)(NCCc1noc(-c2ccncc2)n1)c1ccccc1
?	Cc1c(Cl)cccc1S(=O)(=O)Nc1ccc2sc(NC(=O)c3ccccc3)nc2c1
8.3%[86.2 µM]	Cc1ccc(-n2nc(C)c([C@@H]3C=C[C@@H](N)C3)c2C)cc1Cl
12.5%	Clc1cccc(N2CCN(Cc3nnc(-c4ccc(Br)s4)o3)CC2)c1
-7.5%	CNc1c(NC(=O)NCC(C)C)c(=O)oc2ccccc12
-10.3%	O=C(NC1CCCC1)c1ccc(CSc2nc3cccnc3n2Cc2ccc(F)cc2)cc1
10.9%[86.2 µM]	COc1ccc(NC(=O)N2CC[C@H]3CC(=O)N(CCN4CCNC4=O)CC[C@H]3C2)cc1
-4.7%	Cc1ccc(C(=O)N2CCC(OC3CCN(C)CC3)CC2)cc1F
16.3%[149 µM]	Cc1ccc(C(=O)N2CCC3(CC(C(C)C)=NO3)C2)cc1 (stereo not drawn)
-26.1%	Cc1oc(-c2ccccc2Cl)nc1CSc1nncn2c1cc1occc12
?	CCOc1ccc(CC(=O)N2CCCN(c3cc(-c4ccccc4)[nH]n3)CC2)cc1OCC
-6.4%	CCOC(=O)CSc1nc2c(c(=O)[nH]c(=O)n2C)n1Cc1ccc(Cl)cc1
30.2%	CN(C)C[C@@H]1CN(C(=O)c2cccc(N3CCCC3=O)c2)C[C@@H]1CO
-6.5%	Cc1cc(C(=O)COc2ncnc3ccccc23)c(C)n1C(C)C
-8.4%	CCC(C)(C#N)NC(=O)c1ccc2c(c1)CCC2 (stereo not drawn)
0.7%	O=C(c1cccc(C(F)(F)F)c1)N1CCC(c2nn(-c3ccc(Cl)cc3)c(=O)[nH]2)CC1
16.2%	CCOC(=O)c1c(C)oc2ccc(OCC(=O)OC)cc12
-13.5%	Cc1cc(NCc2nc(-c3ccsc3)no2)ccc1-n1cnnn1
-5.1%	O=C(NNC1CC(=O)N(c2ccc(F)cc2)C1=O)c1cccnc1 (stereo not drawn)
-28.0%	CC(=O)c1ccc(NC(=O)CN2C(=O)NC3(CCC(C(C)(C)C)CC3)C2=O)cc1 (stereo not drawn)
-6.2%	CCOC(=O)c1cc(NC(=O)C2CCC2)cc(C(=O)OCC)c1
-6.3%	CCCCNC(=O)CN1C(=O)NC2(CCOCC2)C1=O
16.5%	Cc1c(-c2ccccc2)c(=O)oc2cc(OC(=O)C3CC3)ccc12
-30.7%	COc1ccc2cc(CN(C)C(=O)CNC(=O)c3ccc(Cl)c(Cl)c3)ccc2c1
?	CC(C)(C)c1ccc(C(=O)NCc2nnc3c(-c4nc(C5CC5)no4)cccn23)cc1
